Source: PubChem BioAssay
E-sel inducer = E-selectin induction in HUVECs, primary screen, imaging, HUVEC, immunofluorescence imaging, single point. P16581. normalized: neutral wells 0, TNF-alpha wells 100. activation, % at 7.58 µM. hit rate 0.37% among 260,000;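 active means mean E-selectin-positive cell signal at least 10% of the positive control, reached in at least 60% of replicates, without over 20% cell loss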;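 further: in these data hits start at about 27%; measured in HUVEC primary endothelial cells; signal is the percent of cells scored E-selectin positive by PE staining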
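assay system = HUVEC, human umbilical vein endothelial cells | input = 3,000 HUVEC seeded per well | medium = EGM-2 growth medium on 0.1% gelatin-coated wells | dosing = one compound dose added by pin transfer | signal = immunofluorescence imaging | read-out basis = % PE-positive cells | control set = TNF-alpha, DMSO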
S100A4 inh HTS = inhibitors of S100A4-myosin IIA peptide binding, primary screen, biochemical, fluorescence polarization, TAMRA-MyoIIA peptide; Protein S100-A4 (Homo sapiens), P26447; inhibition, % at 10.7 µM; hit rate 0.14% among 360,000;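 active means mean inhibition of at least 70% across replicates, with every replicate also reaching that level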
Target sequence (P26447 whole entry, looked up): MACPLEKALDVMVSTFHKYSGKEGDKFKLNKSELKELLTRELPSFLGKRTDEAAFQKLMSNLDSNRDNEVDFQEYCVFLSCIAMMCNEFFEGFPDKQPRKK
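Material: S100A4 monomer protein | Medium: HEPES pH 7.2 with CaCl2, KCl, NaCl, DTT, Triton | Reagent: Labelled myosin peptide probe, 5 nM | Doses: One dose per compound | Times: 5 min incubation before reading | Benchmarks: Neutral control DMSO, positive control TFP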
ERp5 block = inhibitors of ERp5-driven insulin aggregation, primary screen, biochemical, turbidity, absorbance 650 nm, single point. 90 min. hit rate 0.05% among 350,000. Protein disulfide-isomerase A6 (Homo sapiens), Q15084. inhibition, % at 9.99 µM. AID 651711, 2012;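 active means mean replicate inhibition above about 25%, with every replicate also reaching it, limit read from the data, passing the limit was not always enough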
esBAF inh = Bmi1 luciferase reporter increase in mESCs, primary screen, esBAF inhibitor project, mouse ES cells, Bmi1 luciferase knock-in, single point; 24 h; 100% = twice the neutral-well signal; reporter increase, % at 12.5 µM; hit rate 2% among 350,000; AID 602393, 2012; in the data active means activation above about 40%;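 further: 0% = median of the plate's neutral control wells and 100% = double that signal; a rise in the Bmi1 reporter signal indicates esBAF inhibition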
Xi reactivation = activators of inactive X chromosome reactivation, primary screen, imaging, XiGFP fibroblasts, GFP high-content imaging, set 2; XiGFP mouse fibroblasts, % GFP-positive cells imaging, 3 d; cells co-treated with 5-aza-dC sensitizer; scaled so ellipticine positive control = 100%; activation, % at 7.58 µM; hit rate 0.055% among 360,000; AID 743238, 2013;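 active means mean normalized replicate activation at least 10% and every replicate at or above 10%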;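 further: 0% = median of on-plate neutral control wells and 100% = ellipticine 6 µM median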
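System: SV40-immortalized XiGFP fibroblast cells, line 68-5-11 / Incubation: 3-day compound exposure, then 15 min fixation at room temperature / Compound: single concentration per compound, delivered by pin transfer / Buffer or medium: DMEM plus 5-aza-dC sensitizer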
ERAP1 inh = human ERAP1 aminopeptidase inhibitors, primary screen, biochemical, single point, plate reader; inhibition, % at 10.7 µM; recombinant ERAP1, Leu-AMC fluorescence, 60 min; hit rate 0.15% among 340,000;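 active means mean replicate inhibition of at least 30%, or all replicates individually reaching that 30% level; inactive means mean below 30% and not every replicate reaching it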;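 further: 0% = neutral control wells and 100% = L-leucinethiol positive control wells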
RAD52 anneal inh = RAD52 DNA annealing inhibitors, primary screen, biochemical, FRET, single point, set 2; recombinant RAD52 DNA annealing, FRET fluorescence; inhibition, % at 18.7 µM; hit rate 0.46% among 360,000;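 active means every replicate showing at least 50% inhibition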
RAD54 inh = inhibitors of human RAD54 branch migration, primary screen, biochemical, fluorescence, single point; AID 602329, 2012; DNA repair and recombination protein RAD54-like (Homo sapiens), Q92698; RAD54 Holliday junction branch migration, FAM/BHQ fluorescence; hit rate 0.14% among 360,000; inhibition, % at 10.4 µM;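 active means mean normalized replicate activity at least 40 and at least half of replicates scoring 40 or more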;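 further: 0% = median of neutral control wells and 100% = median of positive control wells; inhibitors cause a drop in the FAM fluorescence signal; in these data hits start at about 50%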
Target sequence (Q92698 whole entry, looked up): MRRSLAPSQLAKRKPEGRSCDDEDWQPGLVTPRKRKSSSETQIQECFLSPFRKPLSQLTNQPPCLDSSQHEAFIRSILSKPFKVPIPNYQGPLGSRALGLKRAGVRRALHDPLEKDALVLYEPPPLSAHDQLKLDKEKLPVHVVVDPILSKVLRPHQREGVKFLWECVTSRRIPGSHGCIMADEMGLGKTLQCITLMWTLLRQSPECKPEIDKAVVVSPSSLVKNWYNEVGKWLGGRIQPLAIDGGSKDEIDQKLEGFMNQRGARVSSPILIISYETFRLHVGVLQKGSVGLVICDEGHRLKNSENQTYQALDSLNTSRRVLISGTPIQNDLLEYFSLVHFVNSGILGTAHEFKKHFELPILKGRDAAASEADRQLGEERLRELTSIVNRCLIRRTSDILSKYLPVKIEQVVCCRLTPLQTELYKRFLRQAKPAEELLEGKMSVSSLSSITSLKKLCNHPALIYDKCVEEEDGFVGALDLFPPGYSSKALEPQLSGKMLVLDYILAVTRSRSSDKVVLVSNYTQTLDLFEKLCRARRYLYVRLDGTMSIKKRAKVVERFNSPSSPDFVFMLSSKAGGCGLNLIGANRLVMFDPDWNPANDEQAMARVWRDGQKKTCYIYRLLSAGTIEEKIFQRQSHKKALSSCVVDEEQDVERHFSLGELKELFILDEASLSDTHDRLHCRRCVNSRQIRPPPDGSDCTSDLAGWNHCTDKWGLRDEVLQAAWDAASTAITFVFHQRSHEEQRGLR
An asterisk follows results filed as active; . = not tested or not shown. Compounds as they come (roughly 2.5% active in at least one column).

No. | SMILES | E-sel inducer | S100A4 inh HTS | ERp5 block | esBAF inh
1 | CN(CC(=O)Nc1cccc(F)c1)C(=O)CCc1nc2sc3c(c2c(=O)[nH]1)CCCC3 | 0.0 | -4 | -6 | -2
2 | CC1CCN(CCCNC(=O)CCc2nnc3n(CCc4ccccc4)c(=O)c4ccccc4n23)CC1 | . | -5 | -2 | 6
3 | CCCCCCCCCCCCN1C/C(=C\C(=O)OCC)c2ccccc2S1(=O)=O | 0.0 | 3 | 0 | -13
4 | COCCNC(=O)C[C@@H]1CC[C@H]2[C@H](COc3ccc(NC(=O)Nc4ccccc4)cc3C(=O)N2C)O1 | -0.1 | 1 | 1 | 10
5 | O=C(Nc1cc(F)ccc1F)N[C@@H]1CC[C@H](CCNC(=O)c2cnccn2)O[C@@H]1CO | 0.1 | 0 | 1 | 5
6 | CCN1CCCC1Cn1cnc2c([nH]c3ccc(OC)cc32)c1=O (configuration not stated) | 0.1 | 6 | 2 | -5
7 | O=C(Nc1cccs1)N1CCN(c2ncccn2)CC1 | 0.1 | 11 | 1 | 2
8 | O=C(C[C@H]1C=C[C@H](NC(=O)NC2CCCCC2)[C@@H](CO)O1)NCc1ccc(Cl)cc1 | 0.4 | -2 | -1 | 1
9 | CC1CCC(N2CCN(C(=O)c3ccccc3F)CC2)CC1 (configuration not stated) | . | -2 | 3 | -5
10 | COc1ccc(NC(=O)Nc2ccc3c(c2)CC(=O)N([C@@H](C)CO)C[C@H](C)[C@@H](CN(C)S(=O)(=O)c2ccccc2)O3)cc1 | 0.0 | -1 | 1 | 5
11 | NC(=O)c1c(N)sc2c1CCC2 | 0.1 | -2 | 0 | .
12 | CCCCOc1ccc(C(=O)NCC(=O)NCC(c2ccc(OC)cc2)N2CCCC2)cc1 (configuration not stated) | -0.1 | 1 | -4 | -88

No. | Xi reactivation | ERAP1 inh | RAD52 anneal inh | RAD54 inh
1 | 0.0 | 1 | -55 | -3
2 | 0.1 | 6 | -12 | -2
3 | 0.1 | 3 | -21 | -23
4 | 0.1 | -2 | -5 | -8
5 | -0.4 | 0 | -1 | -1
6 | 0.4 | 0 | -3 | 3
7 | 0.4 | 2 | -30 | -12
8 | -0.4 | -4 | 11 | 1
9 | 0.0 | 0 | 5 | 12
10 | 0.1 | 1 | 8 | .
11 | 0.1 | 0 | -35 | .
12 | 0.6 | -7 | 1 | -12

No. | SMILES | E-sel inducer | S100A4 inh HTS | ERp5 block | esBAF inh
13 | CCc1noc(C)c1C(=O)Oc1ccc(N(C)S(=O)(=O)c2ccccc2)cc1 | 0.9 | -8 | -6 | -3
14 | COc1ccc(S(=O)(=O)NCc2cccnc2)cc1C(=O)NC1CCCCC1 | 1.7 | 9 | 5 | 2
15 | O=C(c1ccc(Cl)c([N+](=O)[O-])c1)N1CCN(c2ccccc2)CC1 | . | 0 | -6 | .
16 | Cc1ccccc1NC(=S)NC1CCCC1 | . | -1 | 1 | 2
17 | COc1cc(C)c(Br)cc1S(=O)(=O)NCCCN1CCOCC1 | -0.1 | 7 | -3 | -2
18 | COc1ccc(S(=O)(=O)N(C)C[C@@H]2Oc3ncc(-c4ccncc4)cc3C(=O)N([C@@H](C)CO)C[C@@H]2C)cc1 | 0.9 | 7 | 1 | 4
19 | Cc1ccc(NC(=O)CN2CCc3cc4c(cc3C2C)OCCCO4)cc1C (configuration not stated) | 6.5 | -6 | -4 | -5
20 | NC(=O)c1ccccc1NC(=O)CCN1C(=O)c2ccccc2C1=O | . | -4 | -4 | 2
21 | CCN(CC)C(=O)NC1CC(=O)N(c2ccc(OC)cc2)C1 (configuration not stated) | . | 36 | -5 | .
22 | CC(=O)Nc1cccc(NC(=O)CSc2nnc3ccc(-c4ccncc4)nn23)c1 | 0.5 | -2 | 0 | .
23 | Cn1cc2c(=O)n(/N=C/c3ccccc3)cnc2n1 | . | -7 | -5 | .
24 | COC(=O)c1cccn(CC(=O)c2ccc(Cl)cc2)c1=O | -0.5 | -2 | 10 | .

No. | Xi reactivation | ERAP1 inh | RAD52 anneal inh | RAD54 inh
13 | 0.0 | 1 | -2 | -4
14 | 0.1 | -2 | -18 | 2
15 | 0.1 | 1 | -8 | .
16 | -0.1 | -7 | -15 | 4
17 | 0.0 | 0 | -1 | .
18 | -1.1 | 4 | -1 | 6
19 | 0.0 | 3 | -12 | .
20 | . | 8 | -3 | .
21 | 0.0 | -4 | 5 | -7
22 | 0.1 | 4 | 0 | .
23 | 0.0 | -3 | -15 | .
24 | 0.0 | 3 | -9 | .

No. | SMILES | E-sel inducer | S100A4 inh HTS | ERp5 block | esBAF inh
25 | O=C(CSc1ccccn1)Nc1ccc(F)c([N+](=O)[O-])c1 | 3.6 | 0 | 1 | .
26 | Cc1cccc(C(=O)N2CCc3cc(-c4nc(NC(=O)CN5CCCC5)sc4C)ccc32)c1 | . | 4 | -1 | 5
27 | O=[N+]([O-])c1cccc(-c2nnc(SCc3cccnc3)o2)c1 | . | 4 | -1 | .
28 | C[C@@H]1CCCCO[C@H](CN(C)S(=O)(=O)c2cccs2)[C@@H](C)CN([C@@H](C)CO)C(=O)c2cc(NC(=O)Nc3ccccc3)ccc2O1 | . | 30 | 6 | -7
29 | Cc1ccc(S(=O)(=O)Nc2ccc3c(c2)CC(=O)N([C@H](C)CO)C[C@@H](C)[C@@H](CN(C)C(=O)Nc2c(C)noc2C)O3)cc1 | -0.2 | -8 | 16 | -2
30 | COC(=O)c1ccc(S(=O)(=O)N(CCO)Cc2ccccc2)n1C | -0.1 | -3 | 2 | .
31 | O=C(C[C@@H]1CC[C@@H](NC(=O)Nc2ccc3c(c2)OCO3)[C@H](CO)O1)NCc1ccc(F)cc1 | -1.8 | -2 | -3 | -2
32 | Cc1noc(C)c1NC(=O)Nc1ccc2c(c1)C(=O)N([C@@H](C)CO)C[C@@H](C)[C@H](CN(C)C)O2 | . | -2 | 3 | 2
33 | O=C(C[C@H]1CC[C@H]2[C@@H](COC[C@H](O)CN2C(=O)c2ccncc2)O1)NC1Cc2ccccc2C1 | -0.1 | -3 | 3 | -4
34 | NS(=O)(=O)c1ccc(NC(=O)COc2cccc3ccccc23)cc1 | -0.3 | 11 | -4 | -5
35 | COc1cc2c(cc1OC)C(C)N(C(=O)Nc1cc(C)cc(C)c1)CC2 (configuration not stated) | . | -3 | 1 | -4
36 | O=C(CCN1C(=O)c2ccccc2C1=O)NCc1ccc(Cl)cc1 | -0.1 | -7 | 0 | -3

No. | Xi reactivation | ERAP1 inh | RAD52 anneal inh | RAD54 inh
25 | 0.0 | -3 | -4 | 5
26 | 0.4 | 1 | -10 | -2
27 | 0.0 | 1 | 2 | .
28 | 0.0 | 0 | 0 | -5
29 | -0.7 | 1 | -8 | 6
30 | 0.0 | 5 | -16 | .
31 | -0.9 | -3 | -6 | -2
32 | -0.8 | -1 | 9 | 2
33 | 0.1 | 1 | 15 | 9
34 | 0.0 | -5 | -14 | 7
35 | 0.4 | -3 | -10 | -14
36 | 0.0 | 0 | -9 | 0

Rewritten with bars between the fields: part of the list above
No. | Structure | E-sel inducer | S100A4 inh HTS | ERp5 block | esBAF inh | Xi reactivation | ERAP1 inh | RAD52 anneal inh | RAD54 inh
26 | Cc1cccc(C(=O)N2CCc3cc(-c4nc(NC(=O)CN5CCCC5)sc4C)ccc32)c1 | . | 4 | -1 | 5 | 0.4 | 1 | -10 | -2
27 | O=[N+]([O-])c1cccc(-c2nnc(SCc3cccnc3)o2)c1 | . | 4 | -1 | . | 0.0 | 1 | 2 | .

Continuation:
No. | SMILES | E-sel inducer | S100A4 inh HTS | ERp5 block | esBAF inh
37 | COC(=O)c1sc(-c2cccs2)cc1NC(=O)/C=C/C(=O)O | -0.3 | -1 | -12 | .
38 | COCC#Cc1cnc2c(c1)C(=O)N([C@@H](C)CO)C[C@@H](C)[C@H](CN(C)C(=O)Nc1ccc(OC)cc1)O2 | 0.3 | 10 | 1 | 2
39 | O=C(CSc1n[nH]c(-c2cccs2)n1)N1CCCCC1 | 1.9 | 0 | -28 | .
40 | CO[C@H]1CN(C)C(=O)c2ccc(NC(=O)c3ccc(F)cc3)cc2OC[C@@H](C)N(C(C)=O)C[C@@H]1C | 0.2 | -7 | 6 | 3
41 | CNC(=O)CSc1nc2nn(-c3ccccc3)c(=O)c-2c2n1CCCCC2 | . | 9 | 6 | -3
42 | COc1cc(OC)c(C(=O)Nc2cc(S(=O)(=O)N3CCOCC3)ccc2N2CCOCC2)cc1OC | . | 0 | -2 | -2
43 | S=c1[nH]c2cc(-c3ccccc3)ccc2o1 | 0.0 | 6 | 2 | -6
44 | O=C(CNS(=O)(=O)c1ccc(Br)s1)NCc1ccc(F)cc1 | . | 4 | -3 | 0
45 | CC1CCCN(CCCNC(=O)c2ccc3c(c2)N(Cc2ccccc2F)C(=O)c2ccccc2S3(=O)=O)C1 (configuration not stated) | -0.3 | -3 | 0 | -6
46 | CCCCC(=O)OC1CCC2C3CCc4cc(O)ccc4C3CCC12C (configuration not stated) | 0.3 | -7 | 1 | 2

No. | Xi reactivation | ERAP1 inh | RAD52 anneal inh | RAD54 inh
37 | 0.1 | . | -18 | 3
38 | -0.2 | 2 | 11 | 5
39 | -0.1 | -1 | -30 | 1
40 | -0.1 | 1 | 3 | 4
41 | . | 1 | -16 | -4
42 | -0.1 | -5 | 16 | 11
43 | 0.0 | -3 | -7 | 11
44 | 0.0 | 2 | -12 | -3
45 | 0.0 | 3 | 9 | 4
46 | 1.2 | -1 | -6 | 4

Compound profiles (already shown). Screens in order: E-sel inducer | S100A4 inh HTS | ERp5 block | esBAF inh | Xi reactivation | ERAP1 inh | RAD52 anneal inh | RAD54 inh
Results for `S=c1[nH]c2cc(-c3ccccc3)ccc2o1` : 0.0 | 6 | 2 | -6 | 0.0 | -3 | -7 | 11
Results for `CNC(=O)CSc1nc2nn(-c3ccccc3)c(=O)c-2c2n1CCCCC2` : . | 9 | 6 | -3 | . | 1 | -16 | -4
Results for `CC1CCCN(CCCNC(=O)c2ccc3c(c2)N(Cc2ccccc2F)C(=O)c2ccccc2S3(=O)=O)C1` (configuration not stated) : -0.3 | -3 | 0 | -6 | 0.0 | 3 | 9 | 4
